# Screens from PubChem BioAssay.
# All columns: NCI-60 one-dose screen, growth in % after 48 h at 10 µM unless noted; 100 = growth as untreated, 0 = no growth, -100 = all killed.
# OVCAR-5: OVCAR-5 ovarian cancer; hit rate 2.9% among 82,000
# IGROV1: IGROV1 ovarian cancer; hit rate 4.7% among 79,000; AID 1794786
# OVCAR-4: OVCAR-4 ovarian cancer cells. hit rate 3.7% among 80,000. AID 1794784
# OVCAR-3: OVCAR-3 ovarian cancer. AID 1794787. hit rate 7% among 79,000
# OVCAR-8: OVCAR-8 ovarian cancer | hit rate 4.4% among 81,000 | AID 1794782
# RXF 393: RXF 393 renal cancer cells. hit rate 6.9% among 77,000
# A498: A498 renal cancer cells; hit rate 5.4% among 76,000
# SK-OV-3: SK-OV-3 ovarian cancer cells; hit rate 3.2% among 80,000; AID 1794785
# ACHN: ACHN renal cancer; hit rate 4.9% among 81,000; AID 1794771
# Active calls of the source: *; . = no result given; & = joins results of further samples. How the source made its calls: active means growth percent below 10; inactive means the rest.
item	SMILES	OVCAR-5	IGROV1	OVCAR-4	OVCAR-3	OVCAR-8
1	CC(=O)c1ccc(N/C=C2\C(=O)c3ccccc3OC2O)cc1 (centres undefined)	111.0	.	98.9	103.4	105.9
2	CNC(=O)O[C@H]1CC[C@@]2(C)C(=CC[C@H]3[C@@H]4CC[C@H]([C@H](C)CCCC(C)C)[C@@]4(C)CC[C@@H]32)C1	99.6	97.6	102.8	105.9	104.3
3	CSc1nc(Nc2cccc(NC(=O)CCl)c2)c(C#N)c(-c2cccc([N+](=O)[O-])c2)n1	78.7	0.4*	28.7	6.7*	37.0
4	COc1ccc(C2=NNC(c3ccc(Oc4ccnc5cc(Cl)ccc45)c(OC)c3)C2)cc1 (centres undefined)	99.4	109.3	76.7	99.1	97.8
5	Cn1c(=O)c2[nH]c(-c3ccc(OCCCCl)cc3)nc2n(C)c1=O	114.6	109.0	109.6	108.6	103.9
6	N=C(N=C(C(Cl)(Cl)Cl)C(Cl)(Cl)Cl)N=C(C(Cl)(Cl)Cl)C(Cl)(Cl)Cl	.	115.2	108.5	105.9	102.4
7	O=C(Nc1ccc2c3c(cccc13)CC2)c1ccccc1	107.4	108.0	96.3	103.8	94.9
8	CCOC(=O)/C(C#N)=C1/SC=C(N)N1c1ccccc1	86.0	104.9	116.9	96.6	103.3
9	NC(N)=Nc1ccc(N=C(N)N)cc1	104.8	124.3	104.3	116.7	88.9
10	CN=c1ccc2cc3ccc(NC)cc3oc-2c1	92.4&97.3	104.4&101.8	102.8&99.0	93.1&94.8	98.7&94.6
11	CCN(CC)CCOCCOC(=O)C(CC)(CC)c1ccccc1	93.3	94.3	94.5	93.7	103.2
12	O=C(Nc1nc(-c2ccccc2Cl)cs1)c1cc(-c2ccccc2)nc2ccc(Cl)cc12	93.2	59.7	76.0	28.1	19.2
13	COc1ccc2[nH]c(O)c(N=NC(=O)Cn3c(-c4ccccc4)nc4cc(Cl)c(Cl)cc43)c2c1	91.3	95.1	87.2	.	90.3
14	CCC(C)CCCCC(=O)NC(CCN)C(=O)NC(C(=O)NC(CCN)C(=O)NC1CCNC(=O)C(C(C)O)NC(=O)C(CCN)NC(=O)C(CCN)NC(=O)C(CC(C)C)NC(=O)C(Cc2ccccc2)NC(=O)C(CCN)NC1=O)C(C)O (centres undefined)	.	108.9	106.7	123.0	105.2
15	CC1CC(=O)N(Cl)C(=O)N1Cl (centres undefined)	102.1	94.8	103.9	98.3	97.2

item	RXF 393	A498	SK-OV-3	ACHN
1	96.2	124.8	102.4	94.8
2	95.9	84.0	99.3	98.6
3	43.7	96.6	95.5	84.2
4	107.4	77.6	104.2	100.3
5	102.7	93.1	.	111.7
6	102.9	106.3	117.1	108.3
7	113.7	101.8	100.1	105.0
8	112.3	103.8	104.8	98.3
9	106.9	98.8	102.4	98.7
10	95.6	96.5&95.0	102.3&98.1	93.7&90.6
11	.	103.7	96.8	96.3
12	87.2	.	95.5	84.9
13	.	.	102.0	92.9
14	119.4	126.0	105.6	96.6
15	114.3	116.0	104.3	102.6

# Remaining list, next part.
item	SMILES	OVCAR-5	IGROV1	OVCAR-4	OVCAR-3	OVCAR-8
16	Oc1ccc(N=Nc2ccccc2)cc1	106.6	110.6	102.3	105.1	102.2
17	CC1(C)CC[C@]2(CO)CC[C@]3(C)[C@@H](NC(=O)C[C@@H]4[C@@]5(C)CC[C@H](O)C(C)(C)[C@@H]5CC[C@]43C)[C@@H]2C1	115.0	108.5	105.0	107.3	100.7
18	Nc1c(O)c(S(=O)(=O)O)c(O)c2c1C(=O)c1ccccc1C2=O	42.8	19.2	26.1	8.9*	27.8
19	N#Cc1c(-c2ccccc2)nc(SCC(=O)N2CCN(c3ccccc3)CC2)[nH]c1=O	98.5	112.2	114.9	111.3	97.9
20	CC(=O)O[C@H]1C[C@H](n2cc(F)c(N)nc2=O)O[C@]1(C)CO[Si](c1ccccc1)(c1ccccc1)C(C)(C)C	86.0	70.8	60.1	56.5	60.5
21	COC(=O)C1(C)CCC[C@]2(C)[C@H]3C[C@H]4C(C(C)C)=C[C@]3(CC[C@@H]12)[C@@H]1C(=O)CC[C@H](OC(=O)c2ccco2)[C@@H]14 (some centres undefined)	96.1	71.6	77.6	92.5	88.4
22	O=C1CC(NCCO)C(=O)NN1 (centres undefined)	99.2	110.0	100.4	103.3	118.2
23	CC(C)c1cccc(C(C)C)c1NC(=O)N1CCCCC1	109.9	108.0	108.2	120.9	110.2
24	O=C(CSc1nc2ccccc2c(=O)n1-c1ccccc1)c1cc2cc(Br)ccc2oc1=O	122.4	87.2	99.4	99.4	90.6
25	CCN(CC)c1ccc(N=O)cc1	102.9	15.0	66.7	28.5	55.4
26	Cc1cc(CSc2ccccc2C(=O)N2CC=C(c3ccccc3)CC2)on1	87.3	92.2	89.2	106.6	111.0
27	CN1CN(C)C(c2ccncc2)=C1c1ccncc1	100.4	.	92.9	107.0	111.5
28	N#C/C(=C\c1ccc(CO)o1)C(N)=O	109.8	113.7	100.1	114.8	109.0
29	O=C(O)CC(C(=O)O)N1C(=O)/C(=C/C(Cl)=C/c2ccccc2)SC1=S (centres undefined)	104.6	100.6	101.1	115.5	101.4
30	O=S(=O)(NCCCNc1nccc(-n2cnc3ccccc32)n1)c1ccc(F)cc1	98.6	91.8	44.2	86.7	62.5

item	RXF 393	A498	SK-OV-3	ACHN
16	104.7	.	119.3	116.4
17	119.1	91.3	117.1	108.6
18	75.3	5.4*	22.9	4.0*
19	103.8	116.3	100.5	100.8
20	59.8	82.0	102.8	64.5
21	.	102.4	96.1	82.0
22	103.1	101.9	99.5	94.5
23	112.4	118.8	104.1	115.6
24	101.3	95.5	84.6	99.8
25	72.5	100.1	96.0	6.1*
26	106.7	98.4	106.5	91.6
27	123.5	89.0	104.2	110.2
28	.	112.7	100.1	107.1
29	113.0	84.3	113.0	102.4
30	162.7	70.6	85.1	81.1

# Further records follow:
item	SMILES	OVCAR-5	IGROV1	OVCAR-4	OVCAR-3	OVCAR-8
31	CSc1nc(-c2ccco2)c2c(N)nn(S(=O)(=O)c3ccc(Cl)cc3)c2n1	95.2	89.2	100.5	106.8	83.8
32	CC(=O)Nc1nc(=O)n(CC(=O)c2cccs2)cc1F	115.6	104.7	103.9	116.0	107.8
33	N#Cc1cc2c(C(=O)c3cccs3)cn(O)c2cc1C#N	116.7	110.8	107.1	96.7	101.5
34	CCN1C(=O)N(CC)C2Nn3c(s/c(=C4\C(=O)N(C(C)C)c5ccccc54)c3=O)=NC21 (centres undefined)	64.0	49.5	35.2	19.4	39.9
35	Cc1ccc(NC(=O)c2cc(/C=C/C(=O)NO)cc(C(F)(F)F)c2)cc1Nc1nccc(-c2cccnc2)n1	17.4	2.5*	23.0	.	-12.2*
36	CCOC(=O)CC(NC(=O)C(CC(=O)OCc1ccccc1)NC(=O)OCc1ccccc1)C(=O)OCC (centres undefined)	93.3	95.5	110.4	112.1	100.4
37	Nc1c(C(=O)Nc2ccccc2)sc2nc3c(cc12)CNCC3	94.5	78.4	94.7	98.8	100.0
38	CC(=O)OCC(=O)C1CCC2C3CCC4=CC(=O)CCC4(C)C3CCC12C (centres undefined)	98.1	95.3	91.8	104.8	101.5
39	C/C(=N/O)c1ccc(NC(=O)Cn2nc(-c3ccc(Cl)cc3)nc2N)cc1	107.8	89.7	119.1	103.7	81.6
40	CCn1cc(C(=O)O)c(=O)c2cc(F)c(N3CCN(C(=O)c4ccc(Cl)cc4)C(C)C3)c(F)c21 (centres undefined)	97.2	98.4	81.1	101.0	102.3
41	O=c1oc2ccccc2cc1-c1cnc2ccccc2n1	110.2	103.6	109.8	108.0	97.6
42	Cc1c(C(=O)Nc2nc3ccccc3[nH]2)cnn1-c1ccccn1	108.5	113.7	105.2	111.5	98.3
43	CCNc1nc2ccccc2c2c(=O)c3cc(C)ccc3sc12	94.8	102.5	94.2	114.1	101.7
44	COCC(=O)O	108.1	102.1	103.5	102.9	100.7
45	COc1ccc(/C(C#N)=C2C=C(Cl)/C(=N/O)C=C/2Cl)cc1	107.4	96.7	102.1	102.1	103.8

item	RXF 393	A498	SK-OV-3	ACHN
31	90.4	98.7	81.5	90.7
32	108.4	108.6	105.7	104.9
33	109.0	94.9	93.3	124.2
34	44.5	37.4	35.5	43.1
35	-8.5*	-46.9*	-38.3*	18.5
36	103.3	89.6	96.3	95.7
37	78.6	90.7	98.0	93.0
38	108.8	75.4	103.5	98.2
39	100.1	102.5	72.6	.
40	99.6	80.8	97.9	95.6
41	.	102.5	108.3	97.8
42	104.7	96.4	103.6	113.9
43	117.5	81.4	106.0	95.0
44	112.8	84.8	98.7	107.3
45	100.6	99.0	98.0	101.2

# (cont.)
item	SMILES	OVCAR-5	IGROV1	OVCAR-4	OVCAR-3	OVCAR-8
46	O=C(CN1C(=O)NC2NC(=O)NC21)N/N=C/c1ccccc1[N+](=O)[O-] (centres undefined)	108.0	107.4	99.6	122.8	104.3
47	CSc1nc2c(c(=O)n1C)CN(Cc1ccccc1)C(=O)C(c1ccccc1)N2 (centres undefined)	101.9	77.3	99.5	111.4	92.2
48	O=C1c2cccc(NCc3ccccn3)c2C2CC=CCN12 (centres undefined)	100.3	98.7	118.2	103.8	97.4
49	COc1ccc(Oc2nc(Cl)ncc2NC(=O)Nc2c(Cl)cccc2Cl)cc1	112.7	103.7	121.6	108.0	94.6
50	COc1cc(/C=C/C(=O)c2ccc(OC(C)=O)c(OC)c2)ccc1OC(C)=O	105.2	77.9	87.8	76.5	90.0
51	COC(=O)c1cc([N+](=O)[O-])cc2ccccc12	102.8	102.2	105.7	111.7	96.8
52	Oc1c(-c2nc(=S)[nH][nH]2)ccc2ccccc12	107.0	79.3	78.6	104.4	101.8
53	COc1ccc(C(C)=O)cc1S(=O)(=O)Nc1c(N)nc(N)[nH]c1=O	103.8	105.8	88.4	104.0	96.8
54	Oc1ccccc1C=Nc1cccc2c1C(O)c1ccccc1-2 (centres undefined)	104.5	68.4	93.1	94.7	92.7
55	CC1=NN(c2cccc(Cl)c2)C(=O)/C1=C/c1ccc2c(c1)Cc1ccccc1-2	93.0	111.0	118.5	101.3	106.9
56	N=C(N)c1ccc(-c2ccc(-c3ccco3)o2)nc1	86.2	93.9	87.1	108.9	89.1
57	S=C(Nc1ccccc1)N1CCN(c2ccccc2)CC1	109.9	100.0	105.0	107.4	102.2
58	O=C(N/C(=C/c1cc2ccccc2nc1Cl)c1nc2ccccc2[nH]1)c1ccccc1	113.1	94.7	90.8	121.4	100.0
59	c1cc(-c2ccc3c(c2)OCO3)n2nccc2n1	94.2	101.8	98.1	103.5	98.6
60	COc1cc(/C=C/c2cc(O)c(C(C)=O)c(O)c2)cc2c1O[C@]1(C)CC[C@@H](O)C(C)(C)[C@H]1C2	89.8	60.3	90.8	61.4	67.7

item	RXF 393	A498	SK-OV-3	ACHN
46	118.2	104.3	104.2	102.9
47	104.2	110.7	104.1	92.1
48	114.8	112.4	91.5	100.5
49	113.7	101.2	96.4	108.7
50	110.0	.	109.6	92.6
51	97.6	61.3	106.4	114.4
52	120.4	107.5	102.3	97.4
53	100.2	98.3	114.2	107.8
54	106.0	63.8	79.2	97.3
55	113.2	96.9	102.1	97.8
56	111.0	71.8	105.9	95.3
57	105.9	91.9	103.4	100.6
58	120.9	98.0	101.5	105.5
59	96.4	81.5	105.6	98.2
60	-19.4*	.	66.1	65.0

# Further entries
item	SMILES	OVCAR-5	IGROV1	OVCAR-4	OVCAR-3	OVCAR-8
61	CCCCCN1C(=O)/C(=c2\sc3n(c2=O)NC2C(N=3)N(CC)C(=O)N2CC)c2cc(Cl)ccc21 (centres undefined)	100.9	96.7	101.0	109.1	104.6
62	O=C(c1ccc(Nc2nccc(NCCCCNc3ccnc4cc(Cl)ccc34)n2)cc1)N1CCCCC1	91.9	46.5	49.0	36.6	23.0
63	CCc1ccc(-c2ccc3c4c(cccc24)C(=O)N(c2nc4ccccc4s2)C3=O)cc1	92.3	87.5	108.5	100.8	101.1
64	COc1ccc(/C=C/C(=O)c2ccc(Nc3nc(Nc4ccc(F)cc4)nc(Nc4ccc(Cl)cc4)n3)cc2)cc1	110.9	81.2	98.0	113.5	97.1
65	C=C1C(=O)O[C@H]2[C@H]1CC/C(COC(=O)CCC(=O)NCCCNC(=O)CCC(=O)OC/C1=C/CC[C@@]3(C)O[C@H]3[C@H]3OC(=O)C(=C)[C@@H]3CC1)=C\CC[C@@]1(C)O[C@@H]21	109.3	101.5	106.2	92.4	101.0
66	O=C(c1cc(Cl)ccc1O)C(Br)C(Br)c1ccccc1 (centres undefined)	106.8	87.0	97.3	.	98.1

item	RXF 393	A498	SK-OV-3	ACHN
61	111.7	108.4	114.0	101.6
62	46.9	68.0	97.7	37.8
63	100.1	107.9	91.0	98.4
64	1.3*	118.3	122.1	105.7
65	100.7	104.7	102.1	97.5
66	105.0	82.3	96.4	100.2

# An excerpt of these results, as labelled records.
52: Oc1c(-c2nc(=S)[nH][nH]2)ccc2ccccc12
  OVCAR-5: 107.0; IGROV1: 79.3; OVCAR-4: 78.6; OVCAR-3: 104.4; OVCAR-8: 101.8; RXF 393: 120.4; A498: 107.5; SK-OV-3: 102.3; ACHN: 97.4
53: COc1ccc(C(C)=O)cc1S(=O)(=O)Nc1c(N)nc(N)[nH]c1=O
  OVCAR-5: 103.8; IGROV1: 105.8; OVCAR-4: 88.4; OVCAR-3: 104.0; OVCAR-8: 96.8; RXF 393: 100.2; A498: 98.3; SK-OV-3: 114.2; ACHN: 107.8
54: Oc1ccccc1C=Nc1cccc2c1C(O)c1ccccc1-2 (centres undefined)
  OVCAR-5: 104.5; IGROV1: 68.4; OVCAR-4: 93.1; OVCAR-3: 94.7; OVCAR-8: 92.7; RXF 393: 106.0; A498: 63.8; SK-OV-3: 79.2; ACHN: 97.3
55: CC1=NN(c2cccc(Cl)c2)C(=O)/C1=C/c1ccc2c(c1)Cc1ccccc1-2
  OVCAR-5: 93.0; IGROV1: 111.0; OVCAR-4: 118.5; OVCAR-3: 101.3; OVCAR-8: 106.9; RXF 393: 113.2; A498: 96.9; SK-OV-3: 102.1; ACHN: 97.8
